TDP1 cell CPT – qHTS for Inhibitors of human tyrosyl-DNA phosphodiesterase 1 (TDP1): qHTS in cells in presence of CPT; 420,000 compounds, 12% hits; AID 686979, 2013; Potency, µM (highest dose often 46.2 µM), for inactives: at the top dose activity change, negative = growth inhibition, hits mostly inhibitors; chicken DT40 Tdp1-/-;hTDP1 cells + 20 nM CPT, ATP luminescence, 48 h; also: nearly all actives have a fitted effect of over 55% in size
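Chicken DT40 Tdp1-/- cells complemented with human TDP1, 400 cells/well, exposed to compounds plus 20 nM camptothecin for at least 48 h at 37 C; viability read as ATP content by CellTiter-Glo luminescence.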
TDP1 block – qHTS Assay for Inhibitors of Tyrosyl-DNA Phosphodiesterase (TDP1). Tyrosyl-DNA phosphodiesterase 1 (Homo sapiens), Q9NUW8. recombinant TDP1, AlphaScreen DNA substrate cleavage. Potency, µM (highest dose often 130 µM), for inactives: at the highest dose activity change, negative = inhibition, hits mostly inhibitors. 350,000 compounds, 0.28% hits. AID 485290, 2010; also: nearly all actives have a fitted effect of over 40% in size
Target sequence (Q9NUW8 whole entry, looked up): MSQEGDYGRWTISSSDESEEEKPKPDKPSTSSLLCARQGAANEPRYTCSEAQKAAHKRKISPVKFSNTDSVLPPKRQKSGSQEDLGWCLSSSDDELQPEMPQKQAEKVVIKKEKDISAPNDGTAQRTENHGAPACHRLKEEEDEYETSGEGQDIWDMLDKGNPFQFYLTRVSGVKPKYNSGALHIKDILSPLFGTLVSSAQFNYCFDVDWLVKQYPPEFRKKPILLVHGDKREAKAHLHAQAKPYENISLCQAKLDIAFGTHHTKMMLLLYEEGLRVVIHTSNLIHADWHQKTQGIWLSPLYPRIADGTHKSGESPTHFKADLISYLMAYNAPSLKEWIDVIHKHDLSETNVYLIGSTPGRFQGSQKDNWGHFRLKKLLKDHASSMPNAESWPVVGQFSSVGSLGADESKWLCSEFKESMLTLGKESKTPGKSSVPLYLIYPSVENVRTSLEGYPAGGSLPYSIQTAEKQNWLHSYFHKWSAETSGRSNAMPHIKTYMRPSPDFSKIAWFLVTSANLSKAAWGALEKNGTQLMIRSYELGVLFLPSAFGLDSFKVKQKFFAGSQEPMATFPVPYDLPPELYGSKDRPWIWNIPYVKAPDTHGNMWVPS
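AlphaScreen read-out: signal falls as enzyme removes the 3' tyrosine-FITC from a 5'-biotinylated DNA oligo (15 nM, 5 min, RT). Enzyme was E. coli-made recombinant Tdp1 at 1 nM, exposed to compound for 15 min beforehand; beads 10 ug/ml, 10 min.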
DT40 TDP1 no CPT – qHTS for Inhibitors of human tyrosyl-DNA phosphodiesterase 1 (TDP1): qHTS in cells in absence of CPT; DT40 Tdp1-/- hTDP1 cells, no CPT, ATP luminescence, 48 h; Potency, µM (titrated, usually from 46.2 µM), for the others: top-dose activity change, negative = growth inhibition, actives largely listed as inhibitors; 420,000 compounds, 15% hits; AID 686978, 2013; also: nearly all actives have a fitted effect of over 55% in size
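Chicken DT40 Tdp1-/- cells complemented with human TDP1, screened without camptothecin (DMSO vehicle only), 400 cells/well. Compounds pin-transferred, cells incubated at 37 °C for at least 48 hr. Growth read as ATP-dependent luminescence (CellTiter-Glo, 30 min at RT).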
The depositor's hits bear a star; ? = inconclusive; · = not tested or not shown; [ ] = another dose, or the depositor's remark. Calls follow the shape of the dose curve; as a rule, active = well fitted curve in the direction sought with a large enough effect; inconclusive = small, poorly fitted or top-dose-only effect, or another doubt; inactive = no such curve, though single readings can be large; an effect the other way counts as inactive or inconclusive. % is scaled to controls: 0 for no effect and ±100 for the full control effect; potency is read from the fitted curve at half-maximal effect.

SMILES	TDP1 cell CPT	TDP1 block	DT40 TDP1 no CPT
O=S1(=O)N[C@@H](Cc2ccccc2)COc2cc(Br)ccc21	0%	·	-16%
O=C(c1ccco1)N1CCN(C(=O)c2cc(-c3ccncc3)nc3ccc(Br)cc23)CC1	21µM*	·	9.2µM*
CCN1CCN(c2ccc(NC(=O)c3ccc([N+](=O)[O-])o3)cc2Cl)CC1	0.58µM*	3%	0.52µM*
COc1ccc(N/C(N)=N/c2nc(CSc3ccc(Cl)cc3)cc(=O)[nH]2)cc1	?	-3%	?
CCOC(=O)Cn1nc(-c2ccccc2)c2cnc3ccc(C)cc3c21	?	-7%	?
O=C(CC(Sc1ccccc1)c1cccs1)c1ccco1 (stereo not given)	18µM*	-3%	26µM*
CCCCCC(=O)N1C[C@@H](O)[C@H](n2cc(C3CC3)nn2)C[C@@H]1c1ccc(Cl)cc1	-22%	·	-32%
CCc1cc2c(=O)c(-c3cnn(-c4ccccc4)c3)c(C)oc2cc1OCC(=O)Nc1cccc(C)c1	3.3µM*	0%	5.2µM*
COCCN(C(=O)CSc1nc2ccccc2c(=O)n1C(C)COC)c1c(N)n(Cc2ccccc2)c(=O)[nH]c1=O (stereo not given)	6%	-2%	-9%
Cc1cc(C)n(CC(=O)NNC(=O)c2cncc(Br)c2)n1	11%	1%	-3%
CCCn1c(=O)c(C(=O)Nc2ncccc2C)c(O)c2ccccc21	1%	7%	-9%
NC(=O)CC(NC(=O)c1ccc(Br)cc1)c1ccc(N2CCN(c3ccccc3)CC2)c([N+](=O)[O-])c1 (stereo not given)	?	·	?
CC(C)Cc1ccc(-c2cc3nc(NCc4cccc(Cl)c4)ccn3n2)cc1	21µM*	·	18µM*
Cc1ccccc1C(OCC(O)CN1CCN(CCO)CC1)c1ccccc1 (stereo not given)	-11%	·	8%
CCc1cccc(-n2c(=O)c3cccnc3n2CC(=O)Nc2c(C)cc(C)cc2C)c1	?	-3%	23µM*
Cc1cccc(-c2cnc(C(O)c3cc(C)cc(C)c3)[nH]2)c1 (stereo not given)	?	·	-22%
COc1ccccc1NS(=O)(=O)c1cccc(NC(=S)NCCN2CCOCC2)c1	-5%	3%	?
CC(C)N(C(=O)CSc1nnc(NC(=O)c2ccco2)s1)C(C)C	4%	5%	-12%
O=C(NCc1ccc(Cl)cc1)C(=O)NCC1CCCN1S(=O)(=O)c1cccs1 (stereo not given)	?	·	?
C/C(=N\NC(=O)CCc1ccccc1)C1C(=O)c2ccccc2C1=O	1.6µM*	8%	2.6µM*
CCc1nn(C(C)C(=O)NC2CCCCCC2)c(=O)c2cc3occc3n12 (stereo not given)	-22%	1%	-17%
Cc1cc(C)cc(NC(=O)C(Sc2nnc(C)c(=O)[nH]2)c2ccccc2)c1 (stereo not given)	-1%	-4%	24%
C=CCn1c(=O)c2ccc(C(=O)NCc3ccccc3)cc2n(Cc2ccccc2Cl)c1=O	8.2µM*	2%	7.3µM*
Cc1ccccc1NC(=O)Cn1nnc(-c2ccc(CN3CCC(C)CC3)cc2)n1	-23%	2%	?
O=C(Nc1c(C(=O)Nc2cccc(C(F)(F)F)c2)oc2ccccc12)c1cc(=O)c2ccccc2o1	4.1µM*	5%	?

(listing goes on)
SMILES	TDP1 cell CPT	TDP1 block	DT40 TDP1 no CPT
O=C(Nc1ccccc1F)c1cc(S(=O)(=O)N2CCCCC2)cs1	-20%	0%	?
COc1ccc(CCNC(=O)C2CCN(S(=O)(=O)c3ccc(OC)cc3)CC2)cc1	-29%	3%	1%
CCN(CC)CCN1C(=O)c2ccccc2NC1c1cccc(F)c1 (stereo not given)	?	-4%	-15%
CCN(CC)S(=O)(=O)c1ccc2c(c1)c(=O)c(C(=O)N1CCN(c3ccccc3)CC1)cn2C	0%	2%	6%
CCN(CC(=O)Nc1c(F)cccc1F)C(=O)CNC(=O)c1sc2ccccc2c1Cl	-5%	-8%	3%
CCOC(=O)c1ccc(N2C(=O)c3n[nH]c(-c4cccs4)c3C2c2ccc(CC)cc2)cc1 (stereo not given)	15µM*	2%	12µM*
c1ccc(COc2ccc(CNn3cnnc3)cc2)cc1	-7%	11%	-11%
C=CCn1c(SCc2ccc(C(=O)OC)cc2)nnc1-c1sc(N)nc1C	-6%	5%	-7%
CCOCCCNC(=O)C1CC(=O)N(CCc2ccccc2)C1 (stereo not given)	9%	·	20%
Cc1csc2ncc(C(=O)Nc3ccc4c(c3)OCCO4)c(=O)n12	-7%	-3%	-21%
COc1cccc(/C=C/c2nc(C#N)c(N3CCC(C(N)=O)CC3)o2)c1	-25%	7%	-30%
O=C(c1cnccn1)N1CCN(S(=O)(=O)c2ccc3ccccc3c2)CC1	-1%	7%	?
CCCCN1CC(=O)N2[C@@H]3c4cc(OC)ccc4OC[C@@H]3[C@H](C(=O)OCC)[C@]2(C)C1=O	-9%	·	?
Cc1cccc(CCNC(=O)CCc2c(C)nc3c(-c4ccc(F)cc4)c(C)nn3c2C)c1	?	8%	9.2µM*
O=C(CSc1ccc2c(c1)OCCO2)NCc1ccccc1	-14%	1%	-2%
C#CCNC(=O)C1=C[C@H](C)C[C@H](OCc2ccc(CO)cc2)O1	-19%	·	-7%
Cc1cccc(N(C)Cc2nnc(-c3cccc(Br)c3)o2)c1	?	·	?
CCN(CC)CCNc1cc(C)c(C#N)c2nc3ccccc3n12	-26%	3%	?
Cc1cccc(-n2ncc(C(=O)Nc3ccc4c(c3)OCO4)c2C2CCN(C(=O)OC(C)(C)C)CC2)c1	18µM*	5%	?
O=C(NCC(F)(F)F)[C@H]1O[C@@H](n2ccc(=O)[nH]c2=O)[C@H](O)[C@@H]1O	-11%	·	-2%
COc1cc(CNC(=O)C2CC(O)CN2C(=O)Nc2ccccc2)cc(OC)c1OC (stereo not given)	-11%	·	-12%
COc1ccc(-c2ccc(C)cc2)cc1[C@H]1[C@H]2C=CC[C@@H](C)[C@@H]2C(=O)N1Cc1ccccc1	?	-1%	?
O=C1CCC(C(=O)Nc2ccccc2N2CCOCC2)=NN1	3%	·	6%
O=C1Nc2c(ccc(Cl)c2Cl)C(=O)C1(F)c1ccccc1 (stereo not given)	-16%	7%	-29%
Cc1cccc(OCc2nnc(SCC(=O)Nc3ccc(C)c(Cl)c3)o2)c1	-8%	-1%	-15%

Reformatted: results already given
| compound | TDP1 cell CPT | TDP1 block | DT40 TDP1 no CPT |
| --- | --- | --- | --- |
| C/C(=N\NC(=O)CCc1ccccc1)C1C(=O)c2ccccc2C1=O | 1.6µM* | 8% | 2.6µM* |
| CCc1nn(C(C)C(=O)NC2CCCCCC2)c(=O)c2cc3occc3n12 (stereo not given) | -22% | 1% | -17% |
| Cc1cc(C)cc(NC(=O)C(Sc2nnc(C)c(=O)[nH]2)c2ccccc2)c1 (stereo not given) | -1% | -4% | 24% |
| C=CCn1c(=O)c2ccc(C(=O)NCc3ccccc3)cc2n(Cc2ccccc2Cl)c1=O | 8.2µM* | 2% | 7.3µM* |
| Cc1ccccc1NC(=O)Cn1nnc(-c2ccc(CN3CCC(C)CC3)cc2)n1 | -23% | 2% | ? |
| O=C(Nc1c(C(=O)Nc2cccc(C(F)(F)F)c2)oc2ccccc12)c1cc(=O)c2ccccc2o1 | 4.1µM* | 5% | ? |
| O=C(Nc1ccccc1F)c1cc(S(=O)(=O)N2CCCCC2)cs1 | -20% | 0% | ? |
| COc1ccc(CCNC(=O)C2CCN(S(=O)(=O)c3ccc(OC)cc3)CC2)cc1 | -29% | 3% | 1% |
| CCN(CC)CCN1C(=O)c2ccccc2NC1c1cccc(F)c1 (stereo not given) | ? | -4% | -15% |
| CCN(CC)S(=O)(=O)c1ccc2c(c1)c(=O)c(C(=O)N1CCN(c3ccccc3)CC1)cn2C | 0% | 2% | 6% |
| CCN(CC(=O)Nc1c(F)cccc1F)C(=O)CNC(=O)c1sc2ccccc2c1Cl | -5% | -8% | 3% |
| CCOC(=O)c1ccc(N2C(=O)c3n[nH]c(-c4cccs4)c3C2c2ccc(CC)cc2)cc1 (stereo not given) | 15µM* | 2% | 12µM* |
| c1ccc(COc2ccc(CNn3cnnc3)cc2)cc1 | -7% | 11% | -11% |
| C=CCn1c(SCc2ccc(C(=O)OC)cc2)nnc1-c1sc(N)nc1C | -6% | 5% | -7% |
| CCOCCCNC(=O)C1CC(=O)N(CCc2ccccc2)C1 (stereo not given) | 9% | · | 20% |
| Cc1csc2ncc(C(=O)Nc3ccc4c(c3)OCCO4)c(=O)n12 | -7% | -3% | -21% |

The results go on:
SMILES	TDP1 cell CPT	TDP1 block	DT40 TDP1 no CPT
CCOC(=O)/C(N=Nc1ccc2c(c1)OCO2)=C(\C)O	2%	5%	0%
Cc1cc(C(=O)NNc2c(Cl)cccc2Cl)no1	1%	3%	?
O=C(COc1ccccc1Cl)N(Cc1ccco1)Cc1ccco1	?	5%	23µM*
CC(C)(C)NC(=O)c1cnn2c(C(F)F)cc(-c3ccccc3)nc12	-23%	9%	-28%
O=[N+]([O-])c1ccc(CSc2ccc(S(=O)(=O)N3CCCCCC3)cn2)cc1	23µM*	-2%	16µM*
COC(=O)COc1ccc(NC(=O)C(c2ccccc2)c2ccccc2)cc1	-35%	·	?
Clc1cccc(-c2ccc(CNCCCN3CCOCC3)o2)c1	1%	5%	?
O=C(NCc1ccccc1)c1[nH]c(C(F)(F)F)nc1-c1ccccc1	-8%	·	-11%
N#CC1=C(N)Oc2[nH]c(=S)[nH]c(=O)c2C12C(=O)Nc1ccccc12 (stereo not given)	-39%	0%	?
Cc1cc(C)c(S(=O)(=O)N2CCN(C(=O)N3CCOCC3)CC2)c(C)c1	-7%	·	18%
COc1cc(/C=N/NC(=S)NCCN2CCOCC2)cc(OC)c1OC	19%	3%	?
Cc1ccc(NC(=O)CC(=O)Nc2ccc(C)cc2)cc1	9%	2%	1%
Cc1oc2cc3oc(=O)ccc3cc2c1C	-2%	·	4%
CCN(CC(=O)Nc1c(F)cccc1F)C(=O)c1ccc(-n2cncn2)c([N+](=O)[O-])c1	-12%	·	-18%
c1ccc(CNc2ccccn2)cc1	-1%	·	-29%
CC(C)(C)NC(=O)N1CCN(c2ncccc2C(F)(F)F)CC1	-6%	4%	-18%
COc1cccc(-c2cncnc2NCc2cccs2)c1	?	·	?
CCOc1ccccc1Nc1sc(C(=O)c2ccc(Cl)cc2)c(N)c1C#N	?	-1%	?
O=C(CN1C(=O)/C(=C2\SC(=S)N(C3CCS(=O)(=O)C3)C2=O)c2ccccc21)Nc1ccccc1 (stereo not given)	?	-3%	13µM*
CC(=O)NNC(=O)c1[nH]c2ccc(Cl)cc2c1-c1ccccc1	-27%	·	?
Cc1ccc(NC(=O)c2cc(NC(=O)c3ccco3)ccc2N2CCOCC2)cc1	?	1%	16µM*
CC(=O)c1ccc(-n2nnnc2SCC(=O)Nc2cccc(NC(=O)c3ccco3)c2)cc1	?	-12%	?
CCOC(=O)N1CCN(C(=O)CSc2ncnc3ccccc23)CC1	-1%	0%	-6%
CC(C)[C@H](NC(=O)CCCn1nnc2ccccc2c1=O)C(=O)O	-2%	-2%	0%
C=C[C@H](CC(C)C)N(Cc1ccccc1)S(=O)(=O)N(Cc1ccccc1)[C@H](C=C)CC(C)C	?	·	?

(continued)
SMILES	TDP1 cell CPT	TDP1 block	DT40 TDP1 no CPT
CCN(CC(=O)Nc1ccc(NC(C)=O)cc1)C(=O)CCCOc1cccc(C)c1	?	·	?
O=C(O)c1cccc(N/N=C/c2cc(Br)cc(Br)c2O)c1	-1%	6%	-3%
CCCCNc1c([N+](=O)[O-])ncn1C	3%	-1%	-17%
C=CCNc1ncnc2c1ncn2[C@H]1CN(Cc2cc(OC)c(OC)c(OC)c2)C[C@@H](CO)O1	1%	·	-11%
COc1ccc(Br)cc1CSC(=N)N	?	6%	?
COc1ccc(N(CC(=O)NCCSCc2ccc(C)cc2)S(=O)(=O)c2ccccc2)cc1	?	4%[56.1 µM]	7.3µM*
O=C(Nc1ccc(Nc2ccccc2)cc1)c1ccc(Cl)c([N+](=O)[O-])c1	13µM*	·	10µM*
O=C(NC12CC3CC(CC(C3)C1)C2)N1CCCC(CO)C1 (stereo not given)	0%	5%	-5%
CN(C(=O)c1cccc(NC(=O)Cc2ccc(NC(=O)C3CCN(C(=O)CCc4ccccc4)CC3)cc2)c1)C1CC1	16µM*	·	10µM*
N#Cc1c(-c2ccco2)cc(-c2cccnc2)nc1N	?	·	-27%
O=[N+]([O-])c1ccc(Cl)c(S(=O)(=O)Nc2ccc(S(=O)(=O)N3CCOCC3)cc2)c1	-2%	2%	-12%
CCCCc1cc(=O)oc2cc(C)cc(OC(C)C(=O)NCc3cccnc3)c12 (stereo not given)	?	4%	-20%
CSc1nc2sc3c(c2c(=O)[nH]1)CCC3	-10%	5%	-17%
CS(=O)(=O)N1CCN(C(=O)c2ccc(F)cc2)CC1	-26%	0%	0%

Source: PubChem
